# Pf Dd2 growth = inhibitors of Plasmodium falciparum Dd2 growth; P. falciparum Dd2 growth, SYBR Green, 72 h; Potency, µM (titrated, usually from 28.9 µM), without a hit: top-dose activity, negative = inhibition, most hits filed as inhibitors; hit rate 4.3% among 120,000; active = well fitted inhibition curve with a large enough effect; inconclusive = small, poorly fitted or top-dose-only effect; inactive = no such curve, though single readings can be large or run the other way;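 note: plate controls were DMSO vehicle for no effect and reference drug for full effect; nearly all actives have a fitted effect of over 65% in size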
#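 Infected erythrocytes (Dd2, 0.3% parasitemia, 2.5% hematocrit final) are added to compound in RPMI-1640/Albumax II medium, grown 72 h at 37C in low oxygen, then lysed with saponin/Triton-X containing SYBR Green and read by fluorescence.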
# An asterisk follows results filed as active; i = inactive; ? = inconclusive; [ ] = another dose, or the depositor's remark. Potency is the fitted concentration of half-maximal effect.
SMILES,Pf Dd2 growth
COc1cccc(N2CC(C(=O)N3CCC(C(=O)N4CCOCC4)C3)NC2=O)c1 (stereo not drawn),-7%
CC(=O)N[C@H]1CO[C@H]2[C@@H]1OC[C@H]2OCC(N)=O,26%[44.1 µM]
CCOC(=O)c1c(S(=O)(=O)NCC(=O)N(C)Cc2ccccc2)c(C)n(C)c1C,-8%
CC(C)NC(=O)N1CC[C@@H](CC(=O)O)[C@@H](CCN2C[C@@H]3C[C@H](C2)c2cccc(=O)n2C3)C1,1%
CN1CCN(Cc2nc(C3(O)CCN(Cc4ccccc4F)CC3)cs2)CC1,?
COc1ccc(Cl)cc1Nc1sc(C(=O)c2ccccc2)c(N)c1C(=O)Nc1ccccc1,i
COc1ccc(NC(=O)N2CCC(Oc3ccc(-c4noc(C5CC5)n4)cc3)C2)cc1 (stereo not drawn),-6%[5.79 µM]
CN(Cc1cc2n(n1)CCCNC2)CC1COCCO1 (stereo not drawn),-4%
COc1cccc(CC(=O)N2CCN(c3cc(-c4ccc(Cl)cc4)[nH]n3)CC2)c1,-8%
O=C(NC(C(=O)N1CCCC1)C1CCN(C(=O)c2ccccc2)CC1)c1ccc(F)cc1 (stereo not drawn),?
O=C(c1ccccc1F)N1CCC2(CC1)N=C(c1ccccc1)NO2,i
Cc1cccc(-c2nc3scc(CCNS(=O)(=O)c4ccc(F)c(C(F)(F)F)c4)n3n2)c1,?
O=c1n(-c2ccc([N+](=O)[O-])cc2)nc2n1CCN(Cc1ccsc1)C2,?
CC1(c2ccccc2)N(Cc2ccccc2F)C(=O)OC12CCN(C(=O)CCc1ccccn1)CC2 (stereo not drawn),-5%
COc1ccc(OC)c(C(=O)CN2C(=O)N(c3ccc(C)cc3)S(=O)(=O)c3ccccc32)c1,?
O=S(=O)(c1cccc(F)c1)N1CC[C@@H]2COCCN(Cc3ccccc3)[C@@H]2C1,?
Cc1ccc(S(=O)(=O)C2(C(=O)Nc3ccc(C)c(Cl)c3)CC2)cc1,17%
Cc1ccc([S+](=O)([O-])c2nnn3c2nc(NC2CC2)c2ccccc23)cc1,18%
O=S(=O)(c1ccc(C(F)(F)F)cc1)N1CC(c2nc(-c3ccncc3)no2)C1,-7%
CC1=C(c2ccc(F)cc2)S(=O)(=O)N=C1N1CCC(C(=O)NCCc2cccc(C)c2)CC1,i
O=C(CCc1cccnc1)N1CC[C@@H](c2ccc3ccccc3c2)[C@H](O)C1,-10%
Clc1ccc(Nc2nc(-c3ccccc3)c3ccccc3n2)c(Cl)c1,-4%
Cc1nn(C)c(C)c1CCCN(C)C(=O)c1ccc2c(c1)C(O)CCCCCN2C (stereo not drawn),i
Cn1cc(CN2C[C@H](C(=O)Nc3ccc(F)cc3)C[C@H]2c2cccc(C(F)(F)F)c2)cn1,?
CCC(C(=O)NCCc1ccc(OC)c(OC)c1OC)n1nc(C)c2sc3ccccc3c2c1=O (stereo not drawn),i
# The results go on.
SMILES,Pf Dd2 growth
O=C(NCc1cccc(Cl)c1)c1cnc(N2CCOCC2)c2ccccc12,-1%
Cc1nc(-c2cccc(Cl)c2)n(CC(=O)NC(C)C)c(=O)c1CCO,-12%
CSCCC(=O)N1CCc2c(ncnc2N2CCOCC2)C1,1%
O=C(Cc1ccc(Cl)cc1)N1CC2CC(C1)[C@H]1CCCC(=O)N1C2 (stereo partly drawn),-8%
CNC(=O)[C@@H]1C[C@H](Oc2ccccc2)CN1C(=O)CCCc1c[nH]c2ccccc12,-7%
O=C(O)c1cnc(N2CCCCC2)nc1-c1ccncc1,9%
CC(C)(C)OC(=O)N1CCC(c2c(C(=O)N3CCCCC3)cnn2-c2ccc(F)cc2)CC1,3%
Cc1ccc([C@@H]2CN(C(=O)CCc3c(C)nn(C)c3C)C[C@H]2N(C)C)cc1,-20%
Cc1ccc(NC(=O)N2CCc3[nH]c4ccc(F)cc4c3C2)cc1C,-7%
O=C(c1cnccn1)N1CC[C@H]2COC(=O)N2c2cc(F)ccc2C1,3%[44.1 µM]
COc1ccccc1CC(=O)N1CCC(n2cc(-c3nc(-c4ccccc4)no3)nn2)CC1,?
COc1ccc(F)c(-c2nc(CN(C)CC3(CO)CC3)c(C)o2)c1,-25%
Cc1cc(NC(=O)CSc2nc3c([nH]c4ccccc43)c(=O)n2-c2cccc(Cl)c2)no1,?
CN1[C@@H](CCC(=O)N2CCC(O)CC2)CNC(=O)[C@@H]2[C@H]1CCN2Cc1cccc(OC(F)(F)F)c1,7%
CC(C)NC(=O)N1CC(C(=O)NCc2ccc3c(c2)OCO3)CC(c2ccccc2)C1 (stereo not drawn),-11%
COc1ccc(-c2cc(N3CCCC(NC(=O)C4CCN(C(C)=O)CC4)C3)n[nH]2)cc1 (stereo not drawn),-21%
CCc1noc(-c2cn(C3CCN(C(=O)c4ccc(C#N)cc4)CC3)nn2)n1,-8%
Cc1cccc(OCC(=O)N(Cc2ccccc2)c2ccccn2)c1,-23%
NC(=O)C1CCN(C(=O)C[C@@H]2CCNC[C@@H]2Cc2cc(COc3ccccc3)on2)CC1,12%
CCn1ccc(C(=O)N2C[C@@H](Oc3cccnc3)C[C@@H]2C(=O)NCCOC)n1,22%
Cc1c(C)n(C)c2ccc(C(=O)NCCCN3CCCCC3)cc12,i
CC(C)c1ccc(CNc2ncncc2-c2nc(-c3ccccc3)no2)cc1,?
CC(=O)Nc1ccc(CC(=O)N2CCc3c(c(-c4nncn4CC4CC4)nn3C)C2)cc1,-1%
Cc1ncoc1C(=O)N1CCc2nnc([C@@H]3C[C@@H](O)CN3C(C)C)n2CC1,22%
CCN1c2cc(C(=O)Nc3ccc(F)cc3F)ccc2C(=O)N2CCCCCC21 (stereo not drawn),i
# (continued)
SMILES,Pf Dd2 growth
O=C(c1ccc(C(F)(F)F)cc1)N1CC2CC(C1)[C@H]1CCCC(=O)N1C2 (stereo partly drawn),-1%
Cc1cccc(NC(=O)Cn2c(=O)n(CCC(=O)N3CCc4ccccc4C3)c(=O)c3ccccc32)c1,-3%
Cc1cccc(C)c1NC(=O)N1CCC(n2cc(-c3cccnc3)nn2)CC1,-5%
CCCCNc1nc(Oc2ccc(=O)n(-c3ccccc3)n2)nc(N(C)C)n1,57%[activator]
CCOc1ccc(CC(=O)NC2CCN(c3cc(-c4cccs4)[nH]n3)C2)cc1OCC (stereo not drawn),i
CC(C)c1ccc(NC(=O)O[C@@H]2CO[C@H]3[C@@H]2OC[C@@H]3NC(=O)Nc2cccc(C#N)c2)cc1,?
CCc1ccc(NC(=O)CN2C(=O)C(=O)c3ccccc32)cc1,20%
CCc1ccc(OCC(=O)c2ccc3c(c2)N(CCCC(=O)NCC2CCCO2)C(=O)CO3)cc1 (stereo not drawn),-15%
C=CCNC(=O)C(NC(=O)c1ccc2c(c1)OCO2)C1CCN(C(=O)c2ccc(OC)cc2)CC1 (stereo not drawn),i
Cc1cc(C)cc(NC(=O)CCCc2nc(-c3ccco3)no2)c1,-9%
CC1CCN(S(=O)(=O)c2cn(CC(=O)Nc3cccc(C(F)(F)F)c3)c(=O)c3ccccc23)CC1,?
O=C(CN1CC2CC(C1)[C@H]1CCCC(=O)N1C2)NCCCN1CCCCC1 (stereo partly drawn),-19%
CN1CCN(C(=O)[C@@H]2CCC[C@@H](NC(=O)c3nc4ccccc4s3)CN(C)C(=O)C2)CC1,5%
COCCNc1ccc(-c2noc([C@@H]3CCCN3C3CCC3)n2)cn1,i
COc1ccccc1OCc1nc2ccccc2n1Cc1ccccc1,?
O=C1NC2(CCN(CC3CCCCC3)C2)Oc2ccccc21 (stereo not drawn),i
COCCN1CC(CO)C2(CCN(C(=O)Cc3ccccc3)CC2)C1 (stereo not drawn),-25%
Cc1oc2cc3oc(=O)c(CCC(=O)NCCc4ccccc4F)c(C)c3cc2c1C,-25%
COC(=O)N(C)C(C)c1cccs1 (stereo not drawn),12%[44.1 µM]
O=C(Nc1cccc(Cl)c1)C1CCCN(c2ncnc3c2nc2n3CCCCC2)C1 (stereo not drawn),0%
CN1CCN(C(=O)c2ccnc(-c3nnc4ccc(N(C)c5ccccc5)nn34)c2)CC1,-28%[44.1 µM]
COCCn1c(=O)c2c(n1Cc1ccccc1)CN(C(=O)c1cccc(C#N)c1)CC2,43%[activator][44.1 µM]
COCC(=O)N1CCN2C(=O)N(CC(N)=O)C(=O)[C@@H]2C1,-12%[44.1 µM]
Cn1ccc2c(C(=O)NCc3cccnc3)nc(-c3cccc(O)c3)cc21,?
COCCNC(=O)[C@H]1CN(Cc2ccccc2)C[C@H]1C(=O)O,0%

# Sorted by molecular weight (low to high): part of the list above
SMILES,Pf Dd2 growth
COC(=O)N(C)C(C)c1cccs1 (stereo not drawn),12%[44.1 µM]
CCc1ccc(NC(=O)CN2C(=O)C(=O)c3ccccc32)cc1,20%
Cc1cc(C)cc(NC(=O)CCCc2nc(-c3ccco3)no2)c1,-9%
COCCN1CC(CO)C2(CCN(C(=O)Cc3ccccc3)CC2)C1 (stereo not drawn),-25%
O=C(c1ccc(C(F)(F)F)cc1)N1CC2CC(C1)[C@H]1CCCC(=O)N1C2 (stereo partly drawn),-1%
Cc1cccc(C)c1NC(=O)N1CCC(n2cc(-c3cccnc3)nn2)CC1,-5%
O=C(CN1CC2CC(C1)[C@H]1CCCC(=O)N1C2)NCCCN1CCCCC1 (stereo partly drawn),-19%
COCCn1c(=O)c2c(n1Cc1ccccc1)CN(C(=O)c1cccc(C#N)c1)CC2,43%[activator][44.1 µM]
Cc1oc2cc3oc(=O)c(CCC(=O)NCCc4ccccc4F)c(C)c3cc2c1C,-25%
CCOc1ccc(CC(=O)NC2CCN(c3cc(-c4cccs4)[nH]n3)C2)cc1OCC (stereo not drawn),i
CN1CCN(C(=O)[C@@H]2CCC[C@@H](NC(=O)c3nc4ccccc4s3)CN(C)C(=O)C2)CC1,5%
C=CCNC(=O)C(NC(=O)c1ccc2c(c1)OCO2)C1CCN(C(=O)c2ccc(OC)cc2)CC1 (stereo not drawn),i
CCc1ccc(OCC(=O)c2ccc3c(c2)N(CCCC(=O)NCC2CCCO2)C(=O)CO3)cc1 (stereo not drawn),-15%
Cc1cccc(NC(=O)Cn2c(=O)n(CCC(=O)N3CCc4ccccc4C3)c(=O)c3ccccc32)c1,-3%
CC1CCN(S(=O)(=O)c2cn(CC(=O)Nc3cccc(C(F)(F)F)c3)c(=O)c3ccccc23)CC1,?

# (list continues)
SMILES,Pf Dd2 growth
CCOc1ccc(CN2CCCC23Cc2ccccc2CNC3=O)cc1 (stereo not drawn),?
Cc1ccc2[nH]c(C)c(CCNC(=O)c3cc4cc(Br)ccc4oc3=O)c2c1,-6%
COCC(=O)NC1CCC12CCN(C(=O)c1cccc3[nH]ccc13)CC2 (stereo not drawn),-12%
Cc1ccc(NC(=O)CN2C(=O)NC3(CCS(=O)(=O)CC3)C2=O)cc1,-5%
COc1cccc(-c2ccc(C(=O)N3CCC4(CCCN(C)C4=O)C3)o2)c1 (stereo not drawn),?
CC1CCc2nc3ncn(Cc4ccccc4C#N)c(=O)c3cc2C1 (stereo not drawn),4%
CCN(c1cccc(C)c1)S(=O)(=O)c1ccc2[nH]cc(C(=O)NCCCOC)c(=O)c2c1,-13%
CCn1cc(S(=O)(=O)N2CCCCC2c2n[nH]c(C)n2)cn1 (stereo not drawn),0%
CN(C)C(=O)c1ccc(OC2CCN(C(=O)c3ccc(F)cc3F)CC2)nc1,-13%
COc1ncccc1CNC[C@H]1O[C@@H]2C[C@@H](CC(=O)N3CCOCC3)O[C@@H]2[C@@H]1O,2%[44.1 µM]
CCN(Cc1ccccc1)c1ncnc2c1nnn2C,62%[activator]
CC(=O)N1CCc2nc(-c3ccccc3)nc(-c3ccc(Cl)cc3)c2C1,-23%
Cc1ccc(S(=O)(=O)c2nc(-c3cccs3)oc2N2CCCCC2)cc1,i
CC(C)n1cc2c(c1-c1ccccc1Cl)c(=O)n(C)c(=O)n2C,-21%
Cc1cccc(OCC(=O)N2CCCC(c3[nH]ccc3C(N)=O)C2)c1 (stereo not drawn),-22%
Cc1ccc(C)c(C(=O)COC(=O)CCCC(=O)Nc2cc(C(F)(F)F)ccc2Cl)c1,15%
COc1ccc(OC)c(C2CCN(c3ncncn3)C2)c1 (stereo not drawn),?
O=C(NC1CC1)[C@@H]1C[C@H](Oc2ccccc2)CN1C(=O)c1ccc2ncccc2c1,-1%
COc1ccc(NC(=O)c2ccc(NC(=O)CCS(=O)(=O)c3cccs3)cc2)cc1OC,i
Cc1ccc(C)c(OCC(=O)c2ccc3c(c2)N(CCCC(=O)NCC2CC2)C(=O)CO3)c1,-16%
Cc1cc(N2CCCC(Cn3cc(Cc4ccccc4)nn3)C2)nc(N)n1 (stereo not drawn),13µM*
O=C(c1cscn1)N1CCCC2(COc3ccccc3[S+](=O)([O-])N2)C1 (stereo not drawn),i
CCN(C(=O)CSc1nnc(-c2cc3occc3n2C)n1-c1ccccc1C)c1cccc(C)c1,i
CC(C)Cc1cc(C(=O)N2CCN(CCOc3ccccc3)CC2)on1,-28%
Cc1ccc(C(=O)N2CCCn3ccnc3C2C(C)C)c(=O)[nH]1 (stereo not drawn),-11%
# (cont.)
SMILES,Pf Dd2 growth
Fc1ccc(-c2ccc3ncc(Nc4ccnc(N5CCOCC5)c4)n3n2)cc1,0.56µM*
Cn1nc(C(=O)N2C[C@@H](Oc3cccnc3)C[C@H]2C(=O)NC2CC2)c2ccccc21,-2%
O=C(C1CCC1)N1CCC(c2nc(C3CCOCC3)no2)CC1,i
Cc1cccc(NC(=O)CN2C(=O)CC(c3ccccc3)Sc3ccccc32)c1 (stereo not drawn),i
Cc1cc(C)n(Cc2ccc(C(=O)NCC3Cn4cccc4CN3Cc3ccccc3)o2)n1 (stereo not drawn),5µM*
c1ccc(O[C@H]2COCCN(C3CCOCC3)C2)cc1,i
COc1ccc2nc3sc(C(=O)N4CCN(c5ccccc5)CC4)cc3cc2c1,4%
O=c1cc(-c2ccccn2)oc2c(-c3ccccc3F)nccc12,i
CCCC1=Nc2cc(C(=O)NC3CCCCC3)ccc2Sc2ccc(C)cc21,10µM*
CC(C)c1noc(-c2cn(C3CCCN(C(=O)c4ccc(N(C)C)cc4)C3)nn2)n1 (stereo not drawn),?

# Bioassay records (PubChem BioAssay)

# An excerpt; the hit share may differ from the screen's.
